Screening results: PubChem, several laboratories
APP 5UTR inh – APP translation inhibition | 0.82% of 190,000 active | SH-SY5Y APP 5'UTR-luciferase reporter, luminescence | inhibition, % at 2 µM;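 active = inhibition above a set limit, derived from the sample mean plus 3 SD, cut at about 45% in these data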; also: values of inactives mirror those of a sister screen read the other way
ROMK primary – modulates human ROMK potassium channel activity; 2% of 130,000 active; B-score at 10 µM; P48048; Tet-inducible ROMK, thallium flux fluorescence; actives lie on both sides;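 active = signal ratio slope over the read window, or its plate-corrected B-score, at least 3 SD from the plate mean, either direction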;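 also: B-score of the F/F0 ratio slope over 7 to 12 s after thallium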
Target sequence (P48048 whole entry, looked up): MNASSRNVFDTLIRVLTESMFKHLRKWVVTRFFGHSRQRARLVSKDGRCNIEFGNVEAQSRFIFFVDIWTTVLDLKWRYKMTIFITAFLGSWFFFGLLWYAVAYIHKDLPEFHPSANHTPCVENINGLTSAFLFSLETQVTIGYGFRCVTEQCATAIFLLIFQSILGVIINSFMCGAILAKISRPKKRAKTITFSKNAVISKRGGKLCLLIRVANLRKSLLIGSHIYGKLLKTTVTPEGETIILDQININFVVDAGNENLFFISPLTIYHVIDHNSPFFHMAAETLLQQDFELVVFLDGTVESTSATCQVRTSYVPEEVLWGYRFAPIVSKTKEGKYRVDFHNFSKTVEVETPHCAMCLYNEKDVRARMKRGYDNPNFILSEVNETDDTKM
STAT1 blocker – STAT1 signaling inhibition | inhibition, % at 5.5 µM | 0.35% of 200,000 active | NIH 3T3 STAT1-luciferase reporter, IFN-gamma, luminescence;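 active = inhibition above a set limit, the mean inhibition across all tested compounds plus 3 SD, cut at about 34% in these data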;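 also: 0% = IFN-gamma with DMSO and 100% = IFN-gamma with 300 µM nifuroxazide; values of inactives mirror those of a sister screen read the other way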
NF-kB neuron act – raises NF-kB expression in human neuronal cells. NF-kB reporter expression; active compounds read high. fold change at 12.5 µM. 1.6% of 190,000 active; in the data active = fold change above about 3.3
STAT3 act – STAT3 signaling activation; U3A cells, IL-6 STAT3-luciferase reporter, luminescence; 100% = signal with IL-6 EC80 alone; activation (% of control), % at 5.6 µM; 0.91% of 190,000 active; AID 871;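 active = activation above the screen-wide mean of compound activation plus 3 SD, cut at about 130% in these data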;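 also: 0% = background luminescence of wells with medium and substrate only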
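Material: human U3A cells carrying STAT3-luciferase construct. Measured by: reporter luminescence signal. Timing: compound 1 h, then IL-6 6 h at 37 °C.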
FLuc act counter – affects firefly luciferase, flagging false hits in luciferase stimulation screens | ATPlite luciferase biochemical, luminescence, 10 min; 0 = ATP-free wells, 1 = DMSO control | P08659 | 200,000 tested, under 10 active | activation factor at 10 µM;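 active = luciferase activation factor, scaled between plate controls, of at least 2 with compound at 10 µM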
Target sequence (P08659 whole entry, looked up): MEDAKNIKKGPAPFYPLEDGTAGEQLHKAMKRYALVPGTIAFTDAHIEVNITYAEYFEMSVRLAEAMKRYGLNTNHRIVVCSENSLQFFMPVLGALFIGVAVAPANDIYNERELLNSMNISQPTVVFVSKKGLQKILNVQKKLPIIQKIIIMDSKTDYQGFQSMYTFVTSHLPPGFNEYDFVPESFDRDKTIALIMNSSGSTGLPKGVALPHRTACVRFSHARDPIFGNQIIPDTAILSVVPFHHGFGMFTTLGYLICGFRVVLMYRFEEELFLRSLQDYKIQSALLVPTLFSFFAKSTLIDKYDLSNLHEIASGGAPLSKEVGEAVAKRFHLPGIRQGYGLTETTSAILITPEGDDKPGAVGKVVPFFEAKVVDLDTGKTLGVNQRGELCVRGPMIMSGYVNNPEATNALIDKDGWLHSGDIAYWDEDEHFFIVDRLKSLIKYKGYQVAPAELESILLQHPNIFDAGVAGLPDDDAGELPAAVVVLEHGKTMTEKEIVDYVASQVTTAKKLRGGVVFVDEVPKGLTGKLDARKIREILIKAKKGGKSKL
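Material: luciferase plus luciferin reagent, cell-free. Medium: PBS buffer for ATP. Also added: ATP substrate, dispensed from a 10.24 µM working solution in PBS. Doses: test compounds dosed from 2 mM stocks in 100% DMSO. Incubation: 10 min post-reagent at room temperature. Technique: light output (luminescence). Read-out basis: luminescence gain marking luciferase activators.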
APP 5'UTR act – activates APP 5'UTR luciferase reporter; SH-SY5Y APP 5'UTR luciferase reporter, luminescence; zero percent = DMSO vehicle wells; activation, % at 2 µM; 1% of 190,000 active; AID 1276;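 active = activation above a set limit, based on mean plus 3 SD of controls, cut at about 140% in these data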; also: values of inactives mirror those of a sister screen read the other way
FLuc inh counter – inhibits firefly luciferase, flagging false hits in luciferase inhibition screens | ATPLite firefly luciferase biochemical luminescence, 10 min | P08659 | inhibition, % at 10 µM | 1.5% of 200,000 active;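 active = inhibition above about 50% when tested at 10 µM, limit read from the data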
STAT3 inh – reduces IL-6 driven STAT3 reporter signal; 0.89% of 190,000 active; AID 862; inhibition, % at 5.5 µM; U3A cells, IL-6 STAT3-luciferase reporter, luminescence; host cell line lacks STAT1;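 active = inhibition above the mean inhibition across all screened compounds plus 3 SD, cut at about 44% in these data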;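 also: 0% = DMSO only wells and 100% = 100 µM nifuroxazide control wells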
STAT1 act – increases IFN-gamma driven STAT1 reporter signal; NIH 3T3 STAT1-luciferase reporter, luminescence; 100% = IFN-gamma alone, no compound; activation (% of control), % at 5.5 µM; 2.6% of 200,000 active; AID 932;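 active = activation above the screen-wide mean activation plus 3 SD, cut at about 130% in these data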;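 also: raw ratio to IFN-gamma control signal so 100% means no change and 0% no light; values of inactives mirror those of a sister screen read the other way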
* marks the source's active call; other numbers are inactive results; nt = no result given.

Start of the listing, in advance, 10 compounds:
Values in the order: APP 5UTR inh	ROMK primary	STAT1 blocker	NF-kB neuron act	STAT3 act	FLuc act counter	APP 5'UTR act	FLuc inh counter	STAT3 inh	STAT1 act
Cc1ccc(-c2nnc(Nc3ccc(C(=O)N(C)C)cc3)c3ccccc23)cc1S(=O)(=O)NCC1CCCO1 (configuration not stated)
  7	0.086	8	0.49	99	0.9	-7	5	0	92
COc1ccc(Cn2nnnc2C(CC(C)C)N2CCC(C(N)=O)CC2)cc1 (configuration not stated)
  -9	nt	-4	1	101	1.1	9	-6	1	102
O=C(CCc1nnc(CCCCc2ccccc2)o1)NCc1cc(F)ccc1F
  -22	0.3	-27	1.1	107	1	22	-2	-7	124
O=C1Nc2ccc(F)cc2C12SCCS2
  -9	nt	6	1.5	110	1.1	9	-7	-13	95
N#Cc1c(NC(=S)NC(=O)C2CCCC2)sc2c1CCCCC2
  -13	nt	3	0.99	104	1	13	-2	1	97
Cc1ccc(N2C(=O)C3C4C=CC(CNC(=S)Nc5ccc(F)cc5)(O4)C3C2=O)cc1 (configuration not stated)
  7	-0.4	-2	1.1	104	1	-7	-5	-7	102
COC(=O)c1cc(-c2c(C)oc3cc(OC(C)C)ccc3c2=O)c(C)o1
  9	nt	3	0.8	106	1	-9	0	0	97
Cc1cnc(C(=O)Nc2nnc(SCc3c(Cl)cccc3Cl)s2)cn1
  15	-0.59	5	0.96	103	1	-15	-4	-6	95
CCc1cc2c(NCC3CCCO3)ncnc2s1 (configuration not stated)
  -3	-1.3	17	0.69	92	1	3	-1	16	85
Cc1cc(OCC(=O)N2CCCCCC2)ccc1[N+](=O)[O-]
  -57	nt	-42	1.8	112	1.1	57	-8	-14	138*

All compounds of this part, previewed entries included:
Values in the order: APP 5UTR inh	ROMK primary	STAT1 blocker	NF-kB neuron act	STAT3 act	FLuc act counter	APP 5'UTR act	FLuc inh counter	STAT3 inh	STAT1 act
Cc1ccc(-c2nnc(Nc3ccc(C(=O)N(C)C)cc3)c3ccccc23)cc1S(=O)(=O)NCC1CCCO1 (configuration not stated)
  7	0.086	8	0.49	99	0.9	-7	5	0	92
COc1ccc(Cn2nnnc2C(CC(C)C)N2CCC(C(N)=O)CC2)cc1 (configuration not stated)
  -9	nt	-4	1	101	1.1	9	-6	1	102
O=C(CCc1nnc(CCCCc2ccccc2)o1)NCc1cc(F)ccc1F
  -22	0.3	-27	1.1	107	1	22	-2	-7	124
O=C1Nc2ccc(F)cc2C12SCCS2
  -9	nt	6	1.5	110	1.1	9	-7	-13	95
N#Cc1c(NC(=S)NC(=O)C2CCCC2)sc2c1CCCCC2
  -13	nt	3	0.99	104	1	13	-2	1	97
Cc1ccc(N2C(=O)C3C4C=CC(CNC(=S)Nc5ccc(F)cc5)(O4)C3C2=O)cc1 (configuration not stated)
  7	-0.4	-2	1.1	104	1	-7	-5	-7	102
COC(=O)c1cc(-c2c(C)oc3cc(OC(C)C)ccc3c2=O)c(C)o1
  9	nt	3	0.8	106	1	-9	0	0	97
Cc1cnc(C(=O)Nc2nnc(SCc3c(Cl)cccc3Cl)s2)cn1
  15	-0.59	5	0.96	103	1	-15	-4	-6	95
CCc1cc2c(NCC3CCCO3)ncnc2s1 (configuration not stated)
  -3	-1.3	17	0.69	92	1	3	-1	16	85
Cc1cc(OCC(=O)N2CCCCCC2)ccc1[N+](=O)[O-]
  -57	nt	-42	1.8	112	1.1	57	-8	-14	138*
CCn1c2ccccc2c(=O)c2ccccc21
  9	0.51	-6	1.1	91	1	-9	-3	13	104
CC(C)Cn1[nH]c2c3c(ccc2c1=O)C(=O)c1ccccc1C3=O
  -4	nt	-16	0.59	96	1	4	4	15	115
O=C1Nc2ncccc2OC1CCO (configuration not stated)
  6	0.34	-1	1.2	101	1.1	-7	-6	6	101
COc1ccc(NC(=O)CSc2nnc(NC(=O)c3ccco3)s2)cc1
  -6	0.14	-7	1.4	104	0.7	6	34	2	104
CN(C(=O)COC(=O)C1c2ccccc2Oc2ccccc21)C1CCS(=O)(=O)C1 (configuration not stated)
  -13	nt	1	1.2	93	1.1	13	-7	12	99
Cc1nnc(N/N=C/c2cc(C)n(-c3ccc(F)cc3)c2C)n1N
  2	2.3	-22	0.83	112	1	-2	0	-10	120
O=C(CC1S/C(=N/N=C/c2c[nH]c3ccccc23)NC1=O)Nc1ccccc1 (configuration not stated)
  -13	1.3	-10	1.2	113	1	13	-3	-16	109
CC1(C)CC(=O)C2=C(C1)N(Cc1ccco1)C(=O)C2(O)C(F)(F)F (configuration not stated)
  3	-0.58	0	1.2	98	1.1	-3	-8	5	100
NC(=NCCc1c[nH]c2ccccc12)NC(=O)c1ccc(Cl)cc1
  4	-0.037	-6	1.3	89	1	-4	1	15	103
Cc1ccc(S(=O)(=O)N2CCCCC2)cc1NC(=O)Cn1ccc(C(F)(F)F)n1
  -6	nt	6	1.7	96	1.1	7	-5	7	93
CCCc1oc(C(=O)O)cc1CN1CCOCC1
  -5	-0.83	-7	1.6	104	1	5	-2	1	106
COc1cc(C(C(=O)NC(C)(C)C)N(Cc2ccccc2)C(=O)c2cnccn2)cc(OC)c1OC (configuration not stated)
  -8	-1	6	0.81	104	1	8	-3	-2	94
COc1cc(C(=O)NCc2ccccn2)ccc1OCc1c(C)noc1C
  -12	0.77	2	1.4	99	1	12	-4	2	99
COc1ccccc1NC(=S)N(CCCN1CCOCC1)Cc1ccccn1
  0	-1.2	-1	1.1	96	1	0	1	5	101
CCc1ccc(NC(=S)NC2CCN(Cc3ccccc3)CC2)cc1
  -4	-2.3	-8	1.1	98	1.1	4	-7	2	107
O=C(COC(=O)c1ccc(S(=O)(=O)NCc2ccco2)cc1)NCCC1=CCCCC1
  11	nt	-7	1.8	107	1.1	-11	-8	2	107
Cc1ccccc1NC(=O)CN1C(=O)N/C(=C\c2ccc(N3CCOCC3)c(F)c2)C1=O
  -8	nt	-7	1.4	104	1	8	-2	-1	104
COCCn1c(SCC#N)nnc1-c1ccccc1O
  23	nt	1	1.1	97	1.1	-23	-7	10	100
COc1ccc(OCc2n[nH]c(=S)n2Cc2ccco2)cc1
  -8	0.31	-8	1.3	97	1	8	-1	7	105
COCCCn1c(SCc2cccc(OC)c2)nc2cc(OC)c(OC)cc2c1=N
  1	nt	1	0.7	98	1	-1	-2	13	99
COc1ccccc1N1CCN(Cc2cc(Br)c(O)c3ncccc23)CC1
  21	nt	-4	1.9	85	1.1	-21	-10	23	104
Cc1[nH]c2ccccc2c1CN1CCc2ccccc2C1
  5	0.014	-2	2.4	158*	1.1	-5	-5	-59	102
CCSc1nnc(NC(=O)C2C3CCC(C3)C2C(=O)O)s1 (configuration not stated)
  -11	-0.032	-3	1.1	90	1.1	11	-6	19	101
Cc1cccc(NC(=S)NCC(c2cccnc2)N(C)C)c1C (configuration not stated)
  9	0.59	-4	1.2	99	1	-9	1	4	103
CCOC(=O)Cn1c(=O)cc(C)c2ccccc21
  3	0.28	2	1.3	100	1	-3	-4	6	96
Cc1cc(Br)ccc1OCCCCN1CCCCC1
  1	-1.6	-8	0.92	98	1	-1	-4	6	106
c1ccc2c(-c3nnc4n3CCCCC4)c[nH]c2c1
  0	nt	-3	1	85	1	0	0	21	103
CN1CCN(CC(=O)N2CCn3c4c(c5cc(C6CCCCC6)ccc53)CCCC42)CC1 (configuration not stated)
  -4	nt	9	0.91	108	1	4	1	0	92
O=C(COC(=O)CCS(=O)(=O)c1ccc(Cl)cc1)Nc1ncc(Cl)cc1Cl
  -8	-0.012	0	1.2	103	1.1	8	-7	2	100
CCCCn1c(SCC(=O)Nc2cc(C)on2)nc2ccccc2c1=O
  -7	nt	5	1.2	94	1.1	7	-6	15	96

Some of the entries so far, as tab-separated lines:
mol	APP 5UTR inh	ROMK primary	STAT1 blocker	NF-kB neuron act	STAT3 act	FLuc act counter	APP 5'UTR act	FLuc inh counter	STAT3 inh	STAT1 act
COCCCn1c(SCc2cccc(OC)c2)nc2cc(OC)c(OC)cc2c1=N	1	nt	1	0.7	98	1	-1	-2	13	99
COc1ccccc1N1CCN(Cc2cc(Br)c(O)c3ncccc23)CC1	21	nt	-4	1.9	85	1.1	-21	-10	23	104

Continuation:
Values in the order: APP 5UTR inh	ROMK primary	STAT1 blocker	NF-kB neuron act	STAT3 act	FLuc act counter	APP 5'UTR act	FLuc inh counter	STAT3 inh	STAT1 act
CC(C)(C)c1ccc(OCC(=O)NNC(=O)C2CCCO2)cc1 (configuration not stated)
  12	0.024	-3	0.93	103	1	-12	-4	1	102
CS(=O)(=O)c1ccc(Cl)c(NC(=O)CCl)c1
  -2	-0.87	-7	2.2	93	1	2	1	13	104
CCOC(=O)c1sc2nc(C)cc(C)c2c1NC(=O)c1ccco1
  -7	nt	7	0.9	93	1	7	-4	14	94
COc1ccc2c(c1)CCc1c(C(=O)N3CCOCC3)noc1-2
  -75	nt	-30	2.5	104	0.9	75	14	2	128
Cc1cccc(NC(=S)NC2CCCCCC2)c1C
  -2	-0.69	-7	1.3	106	1	2	-3	-3	106
CCCCN(CC(=O)NCc1ccc(Cl)cc1)S(=O)(=O)c1ccc2c(c1)OCCO2
  11	0.037	2	0.95	103	1	-11	-4	5	98
Cn1c(N=Nc2ccccc2)nc2ccccc21
  -180	-0.33	-34	3.6*	58	0	180*	95*	51*	131*
Nc1nnc(N2CCc3ccccc32)s1
  4	nt	-7	1	101	0.9	-4	8	-1	108
CC1CCc2cc(F)ccc2N1C(=O)C12CCC(C)(C(=O)O1)C2(C)C (configuration not stated)
  -4	-0.63	9	1.6	98	1	4	1	11	91
O=C(CSc1nnc(COc2ccccc2)n1-c1ccccc1)c1ccccc1
  -24	nt	-3	1.1	99	1.1	24	-7	3	103
Cc1c(Cl)ccc(S(=O)(=O)N2CCN=C2c2ccccc2)c1Cl
  4	-0.63	-6	0.98	102	1	-4	-2	0	105
COCc1nc2ccccc2n1CCOc1ccccc1OC
  2	-2.4	0	0.96	98	1	-2	-4	5	100
COc1cccc(NC(=S)N2CCCC2)c1
  -6	1.9	-9	0.93	101	1	6	2	-3	108
COc1ccc(-c2nc(SCc3ccccc3)n(C(=O)c3ccco3)n2)cc1
  -16	0	-6	1.7	101	1.1	16	-5	4	105
Cc1cc(C)nc(/N=C2\NC(=O)CC(C(=O)O)N2CCc2c[nH]c3ccccc23)n1 (configuration not stated)
  -10	nt	-5	0.97	104	1	10	-2	0	105
O=C(NCCCN1CCOCC1)c1c(O)c2ccccc2[nH]c1=O
  -1	nt	-10	1.7	105	1	1	2	-3	109
O=C(CSc1nc(-c2ccc(F)cc2)cc(C(F)(F)F)n1)NCc1ccco1
  -19	nt	-1	0.97	93	1	19	-3	14	101
CCCCOC(=O)c1ccc(NC(=O)c2cnc3n(c2=O)CCS3)cc1
  7	nt	10	0.84	66	1	-7	1	42	90
CC(C)(C)C(=O)Nc1ccc(N=Nc2ccccc2)cc1
  -114	nt	67*	1.1	28	0.1	114	90*	88*	37
Brc1cccc(OCCOCCn2ccnc2)c1
  2	1.8	4	0.93	102	1.1	-2	-6	4	96
